Screening data (PubChem BioAssay)
MOR-DOR ag – OPRM1-OPRD1 heterodimerization agonism; actives 0.3% (n = 340,000); cells, luminescence; activation, % at 9.3 µM; AID 504326; in the data active = activation above about 18%;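 also: 0% = vehicle-treated cells and 100% = reference agonist; values of inactives mirror those of a sister screen read the other way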
Target sequence (P35372 whole entry, looked up): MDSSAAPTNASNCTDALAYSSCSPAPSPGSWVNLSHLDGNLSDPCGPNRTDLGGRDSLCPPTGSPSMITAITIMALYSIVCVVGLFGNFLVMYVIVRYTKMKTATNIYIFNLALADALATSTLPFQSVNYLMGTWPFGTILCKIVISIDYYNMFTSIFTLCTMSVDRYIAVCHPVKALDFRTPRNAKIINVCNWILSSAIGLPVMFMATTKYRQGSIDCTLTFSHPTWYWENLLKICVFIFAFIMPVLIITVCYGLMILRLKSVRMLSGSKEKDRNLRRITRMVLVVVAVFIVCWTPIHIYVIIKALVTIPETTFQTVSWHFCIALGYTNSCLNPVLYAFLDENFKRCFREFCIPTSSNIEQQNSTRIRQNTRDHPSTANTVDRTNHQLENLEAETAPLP
Target sequence (P41143 whole entry, looked up): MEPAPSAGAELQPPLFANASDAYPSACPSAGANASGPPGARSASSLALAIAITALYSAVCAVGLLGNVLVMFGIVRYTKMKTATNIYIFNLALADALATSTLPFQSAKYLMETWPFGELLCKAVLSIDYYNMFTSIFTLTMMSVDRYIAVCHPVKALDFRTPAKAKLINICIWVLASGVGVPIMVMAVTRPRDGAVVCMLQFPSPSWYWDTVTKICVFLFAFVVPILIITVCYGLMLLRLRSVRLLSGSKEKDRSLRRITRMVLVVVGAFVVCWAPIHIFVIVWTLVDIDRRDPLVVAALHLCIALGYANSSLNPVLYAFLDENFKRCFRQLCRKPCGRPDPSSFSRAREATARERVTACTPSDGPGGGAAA
HTR5A inv ag – counter-screen for OPRM1-OPRD1 inverse agonists: human HTR5A inverse agonism; P47898; HTR5A cell line, luminescence; inhibition, % at 9.3 µM; actives 0.083% (n = 340,000); AID 504634; in the data active = inhibition mostly above about 23%, no sharp cut-off; inactive = mostly below about 18%;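 also: 0% = cells with DMSO and 100% = no-cell wells with DMSO; some compounds called inactive have numbers as strong as hits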
cardiac RTF act – increases calcium sensitivity of human cardiac regulated thin filaments | P19429+P45379 | IANBD-labeled TnC RTF fluorescence at EC20 calcium; 0% EC20 calcium, 100% full calcium | activation, % at 7.2 µM | actives 0.24% (n = 340,000) | AID 493008;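 active = activation above the mean over all tested compounds plus 3 SD, cut at about 30% in these data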;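 also: rise in fluorescence read as greater calcium sensitivity of cardiac thin filaments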
Keap1-Nrf2 PPI – Keap1-Nrf2 (human) interaction inhibition; Keap1 Kelch-Nrf2 peptide fluorescence polarization, 1536-well; actives 0.15% (n = 340,000); AID 504523; inhibition, % at 9.4 µM; in the data active = inhibition above about 12%;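 also: human Keap1 Kelch domain with fluorescein labeled Nrf2 9mer peptide probe; 0% = neutral control wells and 100% = peptide positive control; higher means more block of Keap1 binding to Nrf2 peptide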
RTF Ca sens inh – cardiac RTF calcium desensitization | P19429+P45379 | IANBD-labeled cardiac RTF, Ca2+ fluorescence | inhibition, % at 7.15 µM | actives 0.12% (n = 340,000) | AID 493244;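 active = inhibition above the mean inhibition of all tested compounds plus 3 SD, cut at about 17% in these data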;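 also: assay run at fixed EC70 calcium of 1.6 mM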
MOR-DOR inv ag – mu-delta opioid heterodimer inverse agonism; P35372+P41143; cell-based MOR-DOR heterodimer luminescence; inhibition, % at 9.3 µM; actives 0.21% (n = 340,000); in the data active = inhibition above about 22%, passing the limit was not always enough;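 also: 0% = cells with DMSO and 100% = wells without cells with DMSO; values of inactives mirror those of a sister screen read the other way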
LANA DNA inh – KSHV C-LANA DNA binding inhibition; MBP-C-LANA/FAM-LBS DNA binding, fluorescence polarization; inhibition, % at 9 µM; actives 0.078% (n = 340,000); AID 504423;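 active = highest replicate inhibition at or above 60% at 9 µM, even if other replicates fall short; inactive = all replicates below 60% inhibition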;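 also: 0% = neutral control wells and 100% = 4 µM acridine orange control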
HTR5A ag – counter-screen for OPRM1-OPRD1 agonists: human HTR5A agonism | actives 0.61% (n = 340,000) | HTR5A agonist assay, luminescence, cell-based | activation, % at 9.3 µM; in the data active = activation mostly above about 9.5%, no sharp cut-off; inactive = mostly below about 7.6%;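 also: 0% = cells with vehicle only and 100% = reference agonist; strong numbers were not always called active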
V-ATPase pHluor – regulators of yeast V-ATPase proton transport | response, % at 10 µM | AID 504577 | actives 0.37% (n = 350,000) | S. cerevisiae, pHLuorin cytosolic pH fluorescence; in the data active = response mostly above about 7.3%, no sharp cut-off; inactive = mostly below about 5.4%; also: actives read high; inactives centre near 0; some compounds called inactive have numbers as strong as hits; reference of the scale not given here
CAL-PDZ inh HTS – inhibitors of human CAL PDZ peptide binding; Q9HD26; inhibition, % at 24.9 µM; actives 0.92% (n = 300,000); purified CAL PDZ, TMR-peptide fluorescence polarization, 1 h; AID 602252;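 active = mean inhibition of at least 30% with at least half of replicates also reaching 30%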;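 also: 0% = DMSO neutral control and 100% = excess unlabeled competitor peptide PRC23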
Numbers without * were called inactive; nt = no result given.

SMILES	MOR-DOR ag	HTR5A inv ag	cardiac RTF act	Keap1-Nrf2 PPI	RTF Ca sens inh	MOR-DOR inv ag	LANA DNA inh	HTR5A ag	V-ATPase pHluor	CAL-PDZ inh HTS
COc1ccc(-n2c(=S)[nH]c3cc(C(=O)N4CCN(c5ccccc5)CC4)ccc3c2=O)cc1	0.2	-17.7	-6.8	-2.7	-3.9	-1.6	-2.2	6.7	2.2	-1.9
Cc1cc(C)c2nc(/N=C(\N)NC(=O)c3ccccc3)nc(C)c2c1	-2.6	7.5	0.8	-3.9	-3.2	13.2	-1.0	-0.4	-4.1	9.5
COc1ccc(C(=O)N2CCCC(C(=O)O)C2)c2ccccc12 (stereo not drawn)	-1.6	-10.0	-8.6	-6.3	-3.3	10.3	0.3	7.0	1.9	7.3
CCCCc1cc(=O)oc2cc(C)cc(OCC(=O)Nc3cccnc3)c12	10.1	-24.3	0.2	-4.5	-3.8	-53.9	-0.5	0.6	-1.3	-0.3
Cc1noc(C)c1COc1ccc(C(=O)NCCOc2ccccc2)cc1	-1.0	-0.9	0.7	-0.9	2.8	4.3	-0.5	0.4	-4.5	-4.7
Cc1ccccc1OCCC(=O)Nc1c(C)n(C)n(-c2ccccc2)c1=O	-2.8	-2.2	-4.1	0.0	-1.4	14.4	0.5	0.7	3.5	-4.5
O=C(CSc1nnc(CNC(=O)c2ccc(F)cc2)o1)Nc1ccc2c(c1)OCCO2	-2.9	-9.6	1.7	-9.0	-5.5	15.7	-0.3	-0.7	-1.8	-1.1
CCOc1cccc(NC(=O)CC#N)c1	1.1	-11.6	-1.7	5.3	-8.7	-6.1	1.1	-3.0	4.1	-19.6
COc1cc(NC(=S)N2CCN(S(=O)(=O)c3ccc(F)cc3)CC2)cc(OC)c1	-1.2	0.3	-4.0	-6.3	-7.5	6.4	-1.1	-5.8	2.5	48.3*
O=C(CCc1ccc(S(=O)(=O)N2CCOCC2)cc1)N1CCCC1	-1.2	-23.7	2.3	2.4	-9.1	6.2	-1.6	0.4	-1.6	nt
COC(=O)Nc1nc(Sc2ncc(C(F)(F)F)cc2Cl)n[nH]1	0.4	4.3	1.9	-5.6	-11.0	-1.8	-0.7	-1.8	0.6	-3.9
Cc1ccc(S(=O)(=O)/N=C(/NC(=S)Nc2c(C)n(C)n(-c3ccccc3)c2=O)c2ccccc2)cc1	-2.0	3.4	-2.5	-1.9	-0.6	10.8	1.0	-1.1	-3.5	-1.1
CC(=O)NC(CC(C)C)C(=O)NC(CO)C(=O)NC(CCC(=O)O)C(=O)NC(C)C(=O)NC(CC(C)C)C(N)=O (stereo not drawn)	-1.1	5.7	-0.7	-3.8	-8.7	6.7	1.2	-2.1	-3.3	6.3
C/C(=N\NS(C)(=O)=O)c1ccccc1	-0.1	14.2	7.8	-1.5	2.6	0.9	2.1	-5.4	1.4	94.0*
O=C1c2ccccc2C(=O)N1CCCCN(C(=O)c1cc2ccccc2oc1=O)c1ccc(Cl)cc1	-3.1	-9.2	-6.2	-1.7	2.9	16.9	0.5	2.3	-2.1	-3.4
CC(=O)CCN1CCOCC1	-1.0	-5.3	-0.6	-1.4	-13.1	5.8	0.9	2.3	1.0	4.2
COc1ccc(N2CCN(C(=O)c3oc4ccccc4c3C)CC2)cc1	0.3	-4.4	2.0	-1.1	3.9	-1.6	0.0	1.8	-2.0	-4.4
O=C(CN1CCN(Cc2ccccc2)CC1)Nc1ccc2c(c1)CCC2	0.1	20.3	4.8	-5.6	2.6	-0.3	0.7	1.0	-3.4	-5.4
COc1cc(O)oc1C=Nc1ccc(Oc2ccccc2)cc1	-1.6	6.3	1.9	2.0	1.4	10.0	-1.3	-2.3	-1.8	-2.8
COc1ccc(C(=O)N/C(=C\c2ccc(OC)c(OC)c2)C(=O)N2CCCCC2)cc1	-3.1	-2.1	-6.4	-0.9	-3.8	16.4	0.2	0.7	-2.4	-0.5
Cc1c(C(=O)N2CCOCC2)oc2ccc(S(=O)(=O)N3CCCCCC3)cc12	-2.3	-16.0	-3.4	3.0	-4.8	14.2	-1.7	-1.4	5.2	-6.5
COc1ccc(N2C(=O)CC(N3CCN(c4ccccc4OC)CC3)C2=O)cc1 (stereo not drawn)	0.7	5.4	5.2	-6.0	-5.0	-3.5	-0.3	4.1	-0.5	nt
Cc1cc(C)cc(C(=O)NCC(=O)N2CCC(C(N)=O)CC2)c1	-0.9	-3.3	5.1	1.5	-10.9	3.4	1.1	5.0	1.7	13.7
COc1cccc(CN(CC(=O)NCc2ccccc2)S(=O)(=O)CCl)c1	-2.0	-4.1	9.7	-1.9	-4.6	10.9	-2.8	1.6	2.6	-6.9
COc1cccc(CNC(=O)C2CCN(c3nnc(N4CCCC4=O)s3)CC2)c1	-0.8	-7.6	1.2	-3.9	-0.1	4.7	-0.5	12.9*	-0.3	nt
Next part:
SMILES	MOR-DOR ag	HTR5A inv ag	cardiac RTF act	Keap1-Nrf2 PPI	RTF Ca sens inh	MOR-DOR inv ag	LANA DNA inh	HTR5A ag	V-ATPase pHluor	CAL-PDZ inh HTS
COc1ccc(C2=CSC3=NCCN23)cc1F	-1.3	12.1	1.0	-1.6	-4.2	6.1	-0.6	2.0	0.2	-0.6
CCN1C[C@@H]2[C@@H]3C(=O)N(C)C(=O)[C@@H]3[C@](C)(C1=O)N2C(=O)c1ccc(F)cc1	-1.1	-16.9	4.8	-6.4	-2.4	6.5	2.5	6.3	-1.0	-5.0
CN(C)c1nnnn1-c1ccc(Oc2ccccc2)cc1	-0.8	0.7	-1.3	-3.2	-6.7	5.8	0.3	-1.1	-2.4	-1.0
Cc1c(Cl)cccc1NCC(=O)Nc1ccc(Cl)cc1F	3.3	18.7	1.8	0.7	8.1	-14.7	2.5	6.1	0.1	-3.3
CN(C)CCOC(=O)c1ccc2c(c1)S(=O)(=O)c1ccccc1C2=O	5.7	-19.5	1.8	-3.7	-0.6	-28.1	-8.8	6.6	-2.0	-0.3
CC(OC(=O)Cc1ccc(Cl)cc1)C(=O)NCCC1=CCCCC1 (stereo not drawn)	2.3	3.3	7.7	-2.6	-6.8	-11.7	2.0	1.3	-3.1	-1.3
CCCCNCc1cc(Br)c(OCC(=O)NCc2ccccc2)c(OC)c1	1.8	4.3	-1.0	-1.2	-15.0	-10.1	1.3	-1.5	2.1	0.5
O=C1CCN(Cc2ccc(O)cc2)CCN1[C@H](CO)Cc1ccccc1	0.2	3.7	-4.0	-4.8	-1.4	-1.1	0.7	-0.5	2.5	-1.7
COc1ccc(C(=O)NC(=S)Nc2ccc(Cl)c(C(=O)O)c2)cc1	-3.9	7.2	10.7	-2.4	5.1	19.8	0.1	1.1	1.8	0.4
CCN(CC)S(=O)(=O)c1cccc(C(=O)NC(C)C(c2cccs2)N2CCCC2)c1 (stereo not drawn)	-2.0	6.7	-4.0	-4.6	7.4	10.4	-2.0	-0.5	7.2	-2.4
COCCSc1ccccc1C(=O)N1CCN(c2ccccc2OC)CC1	-2.3	28.8	-0.3	-3.3	3.5	11.7	-1.1	3.3	0.7	nt
CCCCn1c(N)c(N(CCOC)C(=O)c2cc(-c3ccccc3)nc3ccccc23)c(=O)[nH]c1=O	-2.1	-4.7	-0.8	0.5	-22.9	10.9	0.5	1.9	-1.3	2.3
COc1ccc(CCNC(=O)c2cc(=O)c3ccc(C)cc3o2)cc1OC	-2.6	3.8	-4.5	-2.2	3.4	12.2	2.6	-1.1	-2.7	-7.9
CCOC(=O)Cn1nc(C)n(-c2c(C)cccc2C)c1=O	-1.6	-1.9	1.9	-7.5	-6.1	8.1	-0.4	0.7	5.6	-2.6
CCOc1ccc(NC(=O)C(C)Sc2nnnn2C)cc1 (stereo not drawn)	-1.6	10.4	-0.1	4.7	-4.0	9.1	-0.7	-2.2	-1.0	-0.2
CCN(CC)Cc1c(O)ccc2occ(C(=O)c3ccc(OC)cc3)c12	-1.5	-27.1	-3.8	-3.3	-1.3	6.2	-2.4	0.2	-4.2	-4.9
CC1(C)C2CCC1(CS(=O)(=O)N1CCCC1C(=O)O)C(=O)C2 (stereo not drawn)	-1.3	-13.7	-6.7	-2.4	2.8	6.7	-1.5	3.8	2.4	nt
COc1ccccc1N1C(=O)C2C3C=CC(C3)C2(C)C1=O (stereo not drawn)	-3.1	15.9	4.4	-5.7	-4.2	15.1	-1.0	-6.6	2.8	-1.3
O=C(CSc1nc2ccccc2nc1N1CCCCC1)N1CCN(c2ccccc2)CC1	-0.6	2.7	-1.3	-3.1	-2.1	3.4	0.3	-0.9	-2.1	-4.4
CC(C)c1cc(C(=O)N2CCCC(C(=O)c3ccc4ccccc4c3)C2)on1 (stereo not drawn)	2.4	1.3	2.5	-2.6	4.8	-12.4	-0.4	-0.5	8.2	-1.9
COc1ccc(C(=O)NCCCOc2cccc(NC(C)=O)c2)cc1	-1.2	8.0	3.0	0.3	-14.1	6.0	0.2	1.0	0.4	-2.0

In a second layout: entries from further up.
canonical_smiles | MOR-DOR ag | HTR5A inv ag | cardiac RTF act | Keap1-Nrf2 PPI | RTF Ca sens inh | MOR-DOR inv ag | LANA DNA inh | HTR5A ag | V-ATPase pHluor | CAL-PDZ inh HTS
COc1ccc(N2C(=O)CC(N3CCN(c4ccccc4OC)CC3)C2=O)cc1 (stereo not drawn) | 0.7 | 5.4 | 5.2 | -6.0 | -5.0 | -3.5 | -0.3 | 4.1 | -0.5 | nt
Cc1cc(C)cc(C(=O)NCC(=O)N2CCC(C(N)=O)CC2)c1 | -0.9 | -3.3 | 5.1 | 1.5 | -10.9 | 3.4 | 1.1 | 5.0 | 1.7 | 13.7
COc1cccc(CN(CC(=O)NCc2ccccc2)S(=O)(=O)CCl)c1 | -2.0 | -4.1 | 9.7 | -1.9 | -4.6 | 10.9 | -2.8 | 1.6 | 2.6 | -6.9
COc1cccc(CNC(=O)C2CCN(c3nnc(N4CCCC4=O)s3)CC2)c1 | -0.8 | -7.6 | 1.2 | -3.9 | -0.1 | 4.7 | -0.5 | 12.9* | -0.3 | nt
COc1ccc(C2=CSC3=NCCN23)cc1F | -1.3 | 12.1 | 1.0 | -1.6 | -4.2 | 6.1 | -0.6 | 2.0 | 0.2 | -0.6
CCN1C[C@@H]2[C@@H]3C(=O)N(C)C(=O)[C@@H]3[C@](C)(C1=O)N2C(=O)c1ccc(F)cc1 | -1.1 | -16.9 | 4.8 | -6.4 | -2.4 | 6.5 | 2.5 | 6.3 | -1.0 | -5.0
CN(C)c1nnnn1-c1ccc(Oc2ccccc2)cc1 | -0.8 | 0.7 | -1.3 | -3.2 | -6.7 | 5.8 | 0.3 | -1.1 | -2.4 | -1.0
Cc1c(Cl)cccc1NCC(=O)Nc1ccc(Cl)cc1F | 3.3 | 18.7 | 1.8 | 0.7 | 8.1 | -14.7 | 2.5 | 6.1 | 0.1 | -3.3
CN(C)CCOC(=O)c1ccc2c(c1)S(=O)(=O)c1ccccc1C2=O | 5.7 | -19.5 | 1.8 | -3.7 | -0.6 | -28.1 | -8.8 | 6.6 | -2.0 | -0.3
